Tcruzi prolif – blocks T. cruzi growth in NIH3T3 culture | T. cruzi beta-gal in NIH3T3, GalScreen luminescence, 90 h | inhibition, % at 8.34 µM | 77,000 tested, 5.9% active;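 active = mean inhibition above about 93%, with at least 55% of replicates each passing it, limit read from the data, passing the limit was not always enough; inconclusive = only one of those two conditions holds; inactive = neither condition holds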
C diff growth – C. difficile growth inhibition; growth activity, negative = inhibition, % at 16 µg/mL (by protocol); AID 1259249; Clostridium difficile clinical isolate growth, OD600, 24 h; stronger effect = lower value; 86,000 tested, 0.25% active;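 active = mean growth activity at or below -80% and every replicate also at or below -80%; inconclusive = mean at or below -80% but some replicate above -80%; inactive = mean growth activity above -80%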;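 note: 0% = DMSO wells and -100% = levofloxacin 16 µg/mL wells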
GASC1 inh – blocks human GASC-1 (KDM4C) demethylase activity. GST-KDM4C 2-372, H3K9me3 peptide, LANCE TR-FRET. inhibition, % at 12.5 µM. 96,000 tested, 0.15% active. AID 720574;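 active = mean replicate inhibition above about 25%, with at least 55% of replicates also reaching it, limit read from the data, passing the limit was not always enough; inconclusive = only one of those two conditions met; inactive = neither condition met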
Target sequence (Q9H3R0 2-372 limits assumed): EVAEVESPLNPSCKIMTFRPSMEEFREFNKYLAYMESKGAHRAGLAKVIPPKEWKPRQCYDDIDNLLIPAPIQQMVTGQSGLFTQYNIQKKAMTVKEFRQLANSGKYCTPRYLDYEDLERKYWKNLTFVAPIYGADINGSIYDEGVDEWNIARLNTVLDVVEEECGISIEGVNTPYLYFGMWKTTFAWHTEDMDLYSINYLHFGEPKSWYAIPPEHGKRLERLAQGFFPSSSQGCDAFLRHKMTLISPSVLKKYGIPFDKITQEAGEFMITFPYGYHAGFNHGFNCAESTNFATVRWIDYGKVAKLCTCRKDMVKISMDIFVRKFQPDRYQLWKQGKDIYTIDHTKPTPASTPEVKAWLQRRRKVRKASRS
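material = GST-tagged GASC-1 (JMJD2C) catalytic fragment, aa 2-372 | amount = enzyme final amount 10 nM | medium = HEPES buffer, pH 7.5, plus ascorbate | also added = H3K9me3 peptide substrate, Fe(II), 2-oxoglutarate | dosing = single dose | times = 30 min demethylation and 1 h detection at room temperature | detection = LANCE TR-FRET | read-out basis = Fall in 671/618 emission ratio as inhibition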
Pf Dd2 inh – inhibitors of Plasmodium falciparum Dd2 growth. 94,000 tested, 2.3% active. activity change, % at 10 µM. P. falciparum Dd2 growth, SYBR Green, 72 h; stronger effect = lower value. AID 1159554; in the data active = activity change below about -80%; inconclusive = no clear call, values can overlap the other calls
Starred values were filed as active, the others as inactive; & = joins results of further samples.

For C[C@H]1CN([C@@H](C)CO)C(=O)c2cc(-c3ccncc3)cnc2O[C@@H]1CN(C)C(=O)Cc1ccccn1 the results were Tcruzi prolif -3, C diff growth -2, GASC1 inh -0.5 and Pf Dd2 inh -8.
Screening O=C(C[C@@H]1CC[C@@H]2[C@H](COC[C@@H](O)CN2C(=O)Nc2cccc(Cl)c2)O1)N1CCCCC1 returned Tcruzi prolif 109*, C diff growth 29&-25, GASC1 inh -0.6 and Pf Dd2 inh 0.
For CC=Cc1ccc2n(c1=O)C[C@@H]1[C@@H](CO)[C@H](C(=O)N(C)C)N(C(=O)CC3CC3)[C@H]21 (mixture of isomers) the results were Tcruzi prolif 24, C diff growth -3, GASC1 inh 0.0 and Pf Dd2 inh 16.
C[C@H]1CN([C@@H](C)CO)C(=O)c2cccc(NC(=O)NC3CCCCC3)c2O[C@H]1CN(C)C(=O)Nc1ccccc1 was read as C diff growth -15&-15, GASC1 inh -0.4 and Pf Dd2 inh 1.
Screening CCCC(=O)Nc1ccc2c(c1)OC[C@@H](C)N(Cc1cc(-c3ccccc3)on1)C[C@@H](C)[C@H](OC)CN(C)C2=O returned Tcruzi prolif 44, GASC1 inh -0.2 and Pf Dd2 inh -79.
For C[C@@H]1CCCCO[C@H](CN(C)C(=O)Cc2ccccc2)[C@H](C)CN([C@@H](C)CO)C(=O)c2cc(NC(=O)c3ccccc3)ccc2O1 the results were Tcruzi prolif 43, C diff growth -5, GASC1 inh -1.0 and Pf Dd2 inh -70.
For C[C@H](O)C#Cc1cnc2c(c1)C(=O)N([C@@H](C)CO)C[C@@H](C)[C@@H](CN(C)Cc1ccccn1)O2 the results were Tcruzi prolif -29, C diff growth 2, GASC1 inh 0.7 and Pf Dd2 inh 31.
Screening Cc1noc(C)c1S(=O)(=O)N(C)C[C@@H]1OCCCC[C@@H](C)Oc2ccc(NS(C)(=O)=O)cc2C(=O)N([C@@H](C)CO)C[C@@H]1C returned Tcruzi prolif -71, C diff growth -1, GASC1 inh 0.5 and Pf Dd2 inh 19.
COc1cccc(S(=O)(=O)Nc2ccc3c(c2)[C@H]2C[C@H](CC(=O)NCC(F)(F)F)O[C@H](CO)[C@H]2O3)c1 was read as Tcruzi prolif -30, C diff growth -3, GASC1 inh -1.3 and Pf Dd2 inh -13.
`COc1ccc(-c2ccc([C@H]3[C@@H](CO)N4CCCCN(C(=O)NC(C)C)C[C@@H]34)cc2)cc1` gave Tcruzi prolif 81, C diff growth -5, GASC1 inh -0.3 and Pf Dd2 inh 18.
C[C@@H]1CCCCO[C@H](CN(C)C(=O)c2ccncc2)[C@H](C)CN([C@@H](C)CO)C(=O)c2cc(NS(C)(=O)=O)ccc2O1 was read as Tcruzi prolif 14, C diff growth 1, GASC1 inh 0.5 and Pf Dd2 inh 44.
Screening C[C@@H]1CN([C@@H](C)CO)C(=O)c2c(c3ccccc3n2C)-c2ccccc2CO[C@@H]1CN(C)CC1CC1 returned Tcruzi prolif 16, GASC1 inh 4.3 and Pf Dd2 inh -30.
Screening CN(C)CCCNC(=O)C[C@@H]1CC[C@H]2[C@@H](COC[C@H](O)CN2CC2CCCC2)O1 returned Tcruzi prolif 49, C diff growth 65&-2 and GASC1 inh 1.3.
COc1ccc(CN(C)C[C@@H]2Oc3ccc(NS(=O)(=O)c4cccs4)cc3CC(=O)N([C@H](C)CO)C[C@H]2C)cc1 was read as Tcruzi prolif 16, C diff growth -7, GASC1 inh 0.0 and Pf Dd2 inh 13.
Screening CO[C@@H]1CN(C)C(=O)c2ccc(NC(=O)Nc3ccccc3)cc2OC[C@H](C)NC[C@H]1C returned Tcruzi prolif -16, C diff growth -3, GASC1 inh 0.6 and Pf Dd2 inh -3.
Screening CCC(=O)N1[C@@H]2Cn3c(ccc(-c4cccnc4)c3=O)[C@H]1[C@@H](C(=O)NC1CCC1)[C@@H]2CO returned Tcruzi prolif -20, C diff growth -3, GASC1 inh 0.6 and Pf Dd2 inh 10.
N#C[C@H]1[C@@H](c2ccc(-c3ccccc3F)cc2)[C@H](CO)N1C(=O)C1CC1 was read as Tcruzi prolif 35, C diff growth 7, GASC1 inh -0.7 and Pf Dd2 inh 18.
For C[C@H](CO)N1C[C@H](C)[C@H](CN(C)C(=O)Nc2cccc3ccccc23)Oc2ccc(NC(=O)CCN3CCOCC3)cc2CC1=O the results were Tcruzi prolif 1, C diff growth -2, GASC1 inh 0.6 and Pf Dd2 inh -10.
CN1c2ccc(-c3cccc(C#N)c3)cc2[C@@H]2[C@@H](CCN2C(=O)C2CCC2)[C@@H]1CO was read as Tcruzi prolif 28, C diff growth 4, GASC1 inh -0.6 and Pf Dd2 inh 6.
COc1ccc(NC(=O)Nc2ccc3c(c2)C(=O)N([C@H](C)CO)C[C@H](C)[C@H](CN(C)S(=O)(=O)c2cccs2)OCCCC[C@@H](C)O3)cc1 was read as Tcruzi prolif -21, C diff growth 6, GASC1 inh -2.6 and Pf Dd2 inh -58.
Screening CCCNC(=O)Nc1ccc2c(c1)OC[C@H](C)N(CC1CCCC1)C[C@H](C)[C@H](OC)CN(C)C2=O returned Tcruzi prolif -31, C diff growth -1, GASC1 inh 11 and Pf Dd2 inh -36.
`C[C@@H](NC(=O)C[C@@H]1C=C[C@H](NC(=O)C2CCOCC2)[C@@H](CO)O1)c1ccccc1` gave Tcruzi prolif 79, C diff growth -4, GASC1 inh 1.4 and Pf Dd2 inh 3.
`CCC(=O)NC[C@@H]1[C@H](c2ccc(-c3cccc(F)c3)cc2)[C@H](CO)N1C(=O)CC` gave Tcruzi prolif inconclusive, C diff growth -10, GASC1 inh -1.1 and Pf Dd2 inh 12.
Screening CCCNC(=O)N(C)C[C@H]1Oc2ncc(-c3ccccc3)cc2C(=O)N([C@@H](C)CO)C[C@@H]1C returned Tcruzi prolif 29, C diff growth 6, GASC1 inh 0.8 and Pf Dd2 inh 31.
`C[C@H](CO)N1C[C@H](C)[C@@H](CN(C)Cc2ccncc2)OCc2cnnn2CCCC1=O` gave Tcruzi prolif -33&3, C diff growth 7, GASC1 inh 1.6 and Pf Dd2 inh 2&2.
Screening C[C@@H]1CN([C@H](C)CO)C(=O)CCCn2nncc2CO[C@@H]1CN(C)C(=O)Nc1ccc(C(F)(F)F)cc1 returned Tcruzi prolif 28, GASC1 inh 0.3 and Pf Dd2 inh 9.
For CO[C@H]1CN(C)C(=O)c2ccc(NS(C)(=O)=O)cc2OC[C@H](C)N(Cc2cccnc2)C[C@@H]1C the results were Tcruzi prolif 23, C diff growth -1, GASC1 inh 0.8 and Pf Dd2 inh 22.
For C[C@@H]1CN([C@@H](C)CO)S(=O)(=O)c2ccc(C#Cc3ccccn3)cc2O[C@@H]1CN(C)CC1CC1 the results were Tcruzi prolif 29, C diff growth -11, GASC1 inh -0.8 and Pf Dd2 inh -55.
`COCC(=O)N(C)C[C@@H]1Oc2ncc(-c3ccccc3OC)cc2C(=O)N([C@H](C)CO)C[C@@H]1C` gave Tcruzi prolif 40, C diff growth -1, GASC1 inh -1.2 and Pf Dd2 inh 5.
`CS(=O)(=O)Nc1ccc2c(c1)[C@H]1C[C@@H](CC(=O)O)O[C@@H](CO)[C@H]1O2` gave C diff growth -4, GASC1 inh 2.9 and Pf Dd2 inh 19.

For convenience, some entries already given.
For C[C@@H]1CN([C@@H](C)CO)S(=O)(=O)c2ccc(C#Cc3ccccn3)cc2O[C@@H]1CN(C)CC1CC1 the results were Tcruzi prolif 29, C diff growth -11, GASC1 inh -0.8 and Pf Dd2 inh -55.
`COCC(=O)N(C)C[C@@H]1Oc2ncc(-c3ccccc3OC)cc2C(=O)N([C@H](C)CO)C[C@@H]1C` gave Tcruzi prolif 40, C diff growth -1, GASC1 inh -1.2 and Pf Dd2 inh 5.
`CS(=O)(=O)Nc1ccc2c(c1)[C@H]1C[C@@H](CC(=O)O)O[C@@H](CO)[C@H]1O2` gave C diff growth -4, GASC1 inh 2.9 and Pf Dd2 inh 19.

Continued:
Screening COc1ccc(NC(=O)Nc2ccc3c(c2)C(=O)N([C@H](C)CO)C[C@H](C)[C@H](CN(C)S(=O)(=O)c2c(C)noc2C)OCCCC[C@H](C)O3)cc1 returned Tcruzi prolif -60, C diff growth -10, GASC1 inh -2.3 and Pf Dd2 inh -19.
O=C(C[C@H]1C[C@H]2c3cc(NC(=O)C4CCC4)ccc3O[C@H]2[C@@H](CO)O1)NCc1ccccc1F was read as C diff growth 3, GASC1 inh 4.4 and Pf Dd2 inh 34.
Screening O=C(NC1CCCC1)N1CC(=O)N2[C@H](CO)[C@@H](c3ccc(-c4cccnc4)cc3)[C@@H]2C1 returned C diff growth -11, GASC1 inh -1.8 and Pf Dd2 inh -26.
Screening COc1ccc(NC(=O)N(C)C[C@H]2OCCCC[C@@H](C)Oc3ccc(NC(=O)C4CCCCC4)cc3C(=O)N([C@@H](C)CO)C[C@H]2C)cc1 returned Tcruzi prolif 97*, C diff growth -2, GASC1 inh 0.3 and Pf Dd2 inh -80.
For C[C@@H]1CN([C@@H](C)CO)C(=O)Cc2cc(NC(=O)NC3CCCCC3)ccc2O[C@H]1CN(C)S(C)(=O)=O the results were C diff growth 0, GASC1 inh -0.1 and Pf Dd2 inh 10.
`COc1ccccc1C#Cc1ccc2c(c1)[C@H]1[C@H](CCN1C(=O)c1ccccc1)[C@H](CO)N2` gave Tcruzi prolif 100*, C diff growth 2, GASC1 inh -2.2 and Pf Dd2 inh -4.
For C[C@H](CO)N1C[C@H](C)[C@H](CN(C)C(=O)c2ccc3c(c2)OCO3)Oc2ncc(C#Cc3ccccc3F)cc2C1=O the results were Tcruzi prolif 56, C diff growth 1, GASC1 inh -0.3 and Pf Dd2 inh -73.
Screening COc1ccc(NC(=O)N(C)C[C@H]2OCCCC[C@@H](C)Oc3ccc(NS(C)(=O)=O)cc3C(=O)N([C@@H](C)CO)C[C@H]2C)cc1 returned Tcruzi prolif 31, C diff growth -6, GASC1 inh 2.9 and Pf Dd2 inh -16.
For CC(C)NC(=O)N(C)C[C@H]1OCCCC[C@@H](C)Oc2ccc(NC(=O)CCCN(C)C)cc2C(=O)N([C@@H](C)CO)C[C@@H]1C the results were Tcruzi prolif 31, C diff growth 6, GASC1 inh 1.1 and Pf Dd2 inh -16.
For C[C@@H]1CCCCO[C@@H](CN(C)S(=O)(=O)c2cccs2)[C@@H](C)CN([C@@H](C)CO)C(=O)c2cc(NS(=O)(=O)c3ccc(F)cc3)ccc2O1 the results were Tcruzi prolif 82, C diff growth -1 and GASC1 inh 2.7.
`C[C@H]1CN([C@@H](C)CO)C(=O)c2c(c3ccccc3n2C)-c2ccccc2CO[C@@H]1CN(C)Cc1ccc(O)cc1` gave C diff growth 2, GASC1 inh -0.6 and Pf Dd2 inh -59.
`COc1ccc(NC(=O)N(C)C[C@H]2Oc3ncc(C4=CCCC4)cc3C(=O)N([C@H](C)CO)C[C@@H]2C)cc1` gave Tcruzi prolif 3, C diff growth -8, GASC1 inh 1.5 and Pf Dd2 inh -63.
Screening Cc1ccccc1-c1ccc([C@@H]2[C@@H](CO)N3C(=O)CN(C(=O)Nc4ccc(F)cc4)C[C@@H]23)cc1 returned C diff growth 40, GASC1 inh -0.4 and Pf Dd2 inh -61.
For O=C(C[C@H]1CC[C@@H]2[C@H](COC[C@H](O)CN2C(=O)c2ccccc2F)O1)NCc1ccc(-c2ccccc2)cc1 the results were C diff growth 0&-3, GASC1 inh 2.6 and Pf Dd2 inh -10.
`COc1ccccc1C#Cc1ccc2c(c1)[C@@H]1[C@@H](CCN1S(=O)(=O)c1cccc(C)c1)[C@H](CO)N2` gave C diff growth 14, GASC1 inh -5.6 and Pf Dd2 inh -18.
`CCCNC(=O)C[C@@H]1CC[C@@H]2[C@H](COc3ccc(NC(=O)c4cc(F)cc(F)c4)cc3C(=O)N2C)O1` gave Tcruzi prolif -20, C diff growth -10, GASC1 inh 1.3 and Pf Dd2 inh -1.
`CNC[C@@H]1Oc2cc(-c3cccc(C(=O)N(C)C)c3)ccc2S(=O)(=O)N([C@H](C)CO)C[C@H]1C` gave C diff growth -2, GASC1 inh -2.5 and Pf Dd2 inh -28.
Screening C[C@H]1CN([C@@H](C)CO)C(=O)c2cc(-c3cccc(C#N)c3)cnc2O[C@@H]1CN(C)C(=O)C1CCOCC1 returned Tcruzi prolif 11, C diff growth -1, GASC1 inh -0.1 and Pf Dd2 inh 18.

Three entries already listed, ordered by heavy-atom count, rising:
Screening CN(C)CCCNC(=O)C[C@@H]1CC[C@H]2[C@@H](COC[C@H](O)CN2CC2CCCC2)O1 returned Tcruzi prolif 49, C diff growth 65&-2 and GASC1 inh 1.3.
`COc1ccc(-c2ccc([C@H]3[C@@H](CO)N4CCCCN(C(=O)NC(C)C)C[C@@H]34)cc2)cc1` gave Tcruzi prolif 81, C diff growth -5, GASC1 inh -0.3 and Pf Dd2 inh 18.
For C[C@@H]1CCCCO[C@@H](CN(C)S(=O)(=O)c2cccs2)[C@@H](C)CN([C@@H](C)CO)C(=O)c2cc(NS(=O)(=O)c3ccc(F)cc3)ccc2O1 the results were Tcruzi prolif 82, C diff growth -1 and GASC1 inh 2.7.

From PubChem BioAssay
